PHOSPHO1 block – blocks human PHOSPHO1 phosphatase activity; Q8TCT1; recombinant PHOSPHO1, absorbance phosphatase assay; inhibition, % at 13.3 µM; 1.1% of 290,000 active; AID 1565; in the data active = inhibition above about 60%
CRFBP-R2 agonist – CRF-BP/CRF-R2 complex agonism; HEK293 CRF-R2/CRF-BP, calcium dye fluorescence (FLIPR); percent of saturating CRF peptide response; activation, % at 13.2 µM; 0.46% of 350,000 active;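 active = activation of at least 50%, plus an integration ratio under a set limit after plate pattern correction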;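 note: plate controls were neutral control wells without compound for no effect and CRF at EC100 for full effect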
M4 PAM – positive allosteric modulators of human muscarinic M4 receptor | 0.4% of 360,000 active | CHO-K1 hM4/Gqi5, Fluo-8 calcium fluorescence, ACh EC20; 0% = ACh EC20, 100% = maximal ACh | activation, % at 3 µM;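 active = activation above its plate's cutoff, the mean activation of sample wells plus 3 SD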; note: some results filed as inactive read as strong as hits
p-CIP stab down – p/CIP protein destabilization; 0.01% of 290,000 active; Q05BA5; decrease of EGFP signal, % at 10 µM; AID 1984; F442A p/CIP-EGFP cells, EGFP fluorescence, 16 h;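 active = EGFP signal decrease of at least 30% at 10 µM or well 3 SD below plate mean, unless failing retest; inactive = the rest, including hits failing retest or dose response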; note: some compounds called inactive have numbers as strong as hits; many of its hits are not listed in these tables
IDE cell activ – boosts human insulin-degrading enzyme activity in HEK cells; FAbeta-B cleavage, fluorescence polarization; 0% vehicle, 100% cell-free pure enzyme wells; activation, % at 5.96 µM; 0.073% of 340,000 active; AID 493087;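 active = activation above the mean of all tested compounds plus 3 SD, set per screening campaign, cut at about 17% in these data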
IDE inh – inhibitors of human insulin-degrading enzyme in cells. inhibition, % at 5.59 µM. HEK cells, FAbetaB cleavage, fluorescence polarization. AID 434962. 0.41% of 320,000 active. P14735;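 active = percent inhibition above the average of all tested compounds plus 3 SD, set per screening campaign, cut at about 16% in these data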;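 note: IDE supplied by intact live HEK cells; FP after avidin binding of uncleaved biotin substrate so inhibition keeps polarization high; 0% = DMSO wells and 100% = 60 µM reference IDE inhibitor Ii1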
MEKK3 PB1 HTS – MEKK3-MEK5 PB1 interaction, increase or decrease. binding response (% of control), % at 10 µM. 1.4% of 290,000 active. bead-based flow cytometry, Alexa488-MEK5 binding to MEKK3; actives lie on both sides; 0 = blocked by unlabeled MEK5, 100 = vehicle. AID 1529;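 active = binding response more than 3 SD above or below the average of its plate-row segment, actives on both sides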;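 note: Alexa488 bead fluorescence after subtracting the streptavidin-only scavenger bead signal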
Target sequence (Q99759 whole entry, looked up): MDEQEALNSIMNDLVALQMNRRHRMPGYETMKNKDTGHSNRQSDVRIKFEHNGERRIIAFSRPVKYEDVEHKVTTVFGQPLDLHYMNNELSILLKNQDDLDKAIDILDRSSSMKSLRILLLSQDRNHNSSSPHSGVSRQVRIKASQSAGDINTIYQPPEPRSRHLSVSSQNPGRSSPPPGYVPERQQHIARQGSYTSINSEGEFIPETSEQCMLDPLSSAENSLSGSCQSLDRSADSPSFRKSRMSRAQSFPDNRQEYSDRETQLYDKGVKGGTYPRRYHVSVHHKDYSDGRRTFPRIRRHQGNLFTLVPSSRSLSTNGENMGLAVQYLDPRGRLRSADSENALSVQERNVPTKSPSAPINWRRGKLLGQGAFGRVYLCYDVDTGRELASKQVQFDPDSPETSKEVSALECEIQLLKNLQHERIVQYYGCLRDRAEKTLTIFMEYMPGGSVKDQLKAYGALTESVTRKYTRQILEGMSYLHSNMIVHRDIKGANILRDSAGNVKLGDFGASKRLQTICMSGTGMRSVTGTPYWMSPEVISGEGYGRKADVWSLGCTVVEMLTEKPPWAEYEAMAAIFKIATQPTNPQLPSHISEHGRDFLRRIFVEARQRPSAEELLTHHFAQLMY
CRFBP-R2 block – antagonists of CRF-binding protein/CRF-R2 receptor complex; 0.59% of 350,000 active; inhibition, % at 11.8 µM; HEK293 CRF-R2/CRF-BP, CRF-induced calcium fluorescence;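 active = inhibition of the ligand-induced calcium signal above about 50% at the single tested concentration, limit read from the data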
GalR3 antagonist – blocks the human galanin receptor 3; HEK293 GalR3-CNG cAMP membrane potential fluorescence; galR3 body fused to GalR1 C-terminus; inhibition, % at 3 µM; O60755; 0.44% of 360,000 active;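 active = inhibition above the screen-wide average plus 3 SD, cut at about 13% in these data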;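 note: forskolin and galanin both at EC90 stimulate the cells; cAMP rise reported by CNG channel membrane potential dye signal; 0% = forskolin plus galanin with DMSO and 100% = forskolin alone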
Target sequence (O60755 1-299 limits assumed): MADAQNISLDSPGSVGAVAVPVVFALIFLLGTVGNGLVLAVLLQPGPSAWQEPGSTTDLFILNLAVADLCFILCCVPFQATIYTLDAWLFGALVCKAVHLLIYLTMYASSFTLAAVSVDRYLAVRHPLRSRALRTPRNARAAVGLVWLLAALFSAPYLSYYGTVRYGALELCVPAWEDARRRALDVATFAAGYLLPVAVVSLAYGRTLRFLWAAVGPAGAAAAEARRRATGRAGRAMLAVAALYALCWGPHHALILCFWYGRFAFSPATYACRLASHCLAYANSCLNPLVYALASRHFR
* hit, by the source's call; nt = not tested or not shown; [ ] = dose if it differs, or a comment.

entry	Molecule	PHOSPHO1 block	CRFBP-R2 agonist	M4 PAM	p-CIP stab down	IDE cell activ	IDE inh	MEKK3 PB1 HTS	CRFBP-R2 block	GalR3 antagonist
1	CCC1=C(OC(=O)N(CC)CC)N2C(=O)OC(=NCC(=O)OC)[C@]2(Cc2ccccc2)[C@H]2C1=CC[C@H]1C(=O)NC(=O)[C@H]12	13	-2.6	14	-3	1	0	107	-8	-7
2	COc1ccc(CN(Cc2cccn2C)S(=O)(=O)c2cccc(C(F)(F)F)c2)cc1	47	2.3	-9	0	nt	-9	96	12	-2
3	O=C(CSCc1cccc(Br)c1)N=Nc1c(O)[nH]c2ccccc12	45	-0.9	-5	4	1	4	102	-2	-3
4	CCOc1cc(/C=N/n2cnnc2)c(Br)cc1O	52	3.4	7	-2	3	-4	95	10	2
5	CCOC(=O)N1CCC(n2c(SCC(=O)Nc3ccccc3OC)nc3ccccc3c2=O)CC1	14	4.9	0	-2	9	1	98	12	0
6	CN(c1ccc(O)cc1)c1nc(-c2cccnc2)cs1	nt	-5.4	-1	-4	5	-1	104	7	-11
7	Cc1nnc(NC(=O)c2ccc(Br)cc2)s1	5	4.1	3	-6	6	1	104	-7	-2
8	COC(C[C@H]1O[C@H]1[C@H](O)COCc1ccccc1)OC	35	0.3	-2	-3	0	nt	107	0	-2
9	O=C(Nc1ccc(N2CCCC2=O)cc1)c1cccc(F)c1	0	0.2	4	-2	1	5	100	-10	0
10	Cc1cc(C(=O)COC(=O)c2cnccn2)c(C)n1-c1ccc(Br)cc1	nt	-3.5	-2	nt	4	-1	nt	6	-4
11	CCOC(=O)C(=O)N1CCN(c2cc3c(cc2[N+](=O)[O-])n(C)c(=O)n3C)CC1	37	0.6	0	-7	1	-5	103	1	-4
12	CCOc1ccc(CNc2nc3ccccc3n2CCN2CCOCC2)cc1	10	-0.2	15	-2	1	1	90	21	-3
13	O=C(OCC(=O)N1CCCC1)c1cc2c(cc1[N+](=O)[O-])OCCO2	nt	-1.6	-3	nt	1	0	nt	0	-5
14	CCOC(=O)c1sc(NC(=O)C2CC=CCC2C(=O)O)nc1C (stereo unspecified)	39	0.0	3	3	4	-2	97	0	4
15	COc1ccc(C2c3c(C)nn(-c4ccccc4)c3NC(=O)N2c2ccccc2)cc1 (stereo unspecified)	-12	0.4	-5	-13	2	7	97	-4	-5
16	CC(C)(C)C(=O)NC1CC2CCCC(C1)N2C(=O)Nc1ccc(Cl)cc1 (stereo unspecified)	25	0.9	-1	-1	-3	4	103	-3	-8
17	CCOC(=O)[C@H]1[C@H]2COc3ccc(Br)cc3[C@@H]2N2C(=O)c3ccc(Cl)cc3NC(=O)[C@@]12C	nt	4.5	6	nt	-8	-7	nt	-5	-2
18	Cc1cc(C)c(S(=O)(=O)NC(CC(=O)O)c2cccc([N+](=O)[O-])c2)c(C)c1 (stereo unspecified)	-1	1.7	0	0	7	0	102	-12	-1
19	Cc1cccc(-n2ncc3c(N(C)C4CCCCC4)ncnc32)c1	8	2.6	2	-6	6	-4	98	-7	1
20	N#CC1=C(SCC(=O)Nc2nccs2)NC(=O)CC1c1ccccc1 (stereo unspecified)	25	-0.8	3	4	-3	-2	97	18	-10
21	Cc1cc(C)nc(N/N=C/c2ccccc2OCC(=O)O)n1	-14	-0.1	0	-4	1	4	111	-11	-3
22	NS(=O)(=O)c1ccc(CCNC(=O)CCc2nc3ccccc3s2)cc1	28	1.7	0	-7	-1	-1	98	0	-8
23	CC(C)CCN1CCN(Cc2cccc(C(F)(F)F)c2)CC1CCO (stereo unspecified)	37	-1.4	-13	-16	3	3	103	13	2
24	CN1C=CC=C/C1=C1\SC(=S)N(Cc2ccccc2)C1=O	-1	1.7	-14	-3	6	6	101	-16	-11
25	O=C1N=C2SCCN2/C1=C\c1ccc(Cl)cc1	33	-1.6	2	8	1	-2	100	-16	2
26	CC(=O)SCC[N+](C)(C)C	8	0.1	-5	2	0	2	101	3	-4
27	c1ccc(-c2ccccc2OCc2nnc3n2CCC3)cc1	28	-1.2	4	1	4	1	104	2	-7
28	CCn1cc(S(=O)(=O)Nc2ccc3c(c2)OCCO3)cn1	35	2.8	1	-2	5	2	98	-18	-3
29	O=C(CN1CCN(c2nc(-c3ccc(Cl)cc3)cs2)CC1)NCc1ccco1	-42	-1.0	-9	1	-13	15	102	-7	-4
30	CCOC(=O)N1CCC(Nc2nc3ccccc3n3cnnc23)CC1	nt	-0.5	7	nt	-3	5	0.0*[inhibitor]	13	8
31	COc1ccc(C[C@H]2CN3C(=NC[C@@H]3C)N2CCNC(=O)CCC2CCCCC2)cc1	9	-0.9	-2	-2	1	-1	104	0	2
32	CCN(CC)CC(O)Cn1c(-c2ccccc2Cl)nc2ccccc21 (stereo unspecified)	20	2.2	-2	1	nt	7	105	-3	-5
33	CCOc1ccc2nc(N3CCCC(C(=O)NC4CCCC4)C3)sc2c1 (stereo unspecified)	17	0.7	6	-3	0	1	99	11	-5
34	OC1CCCN(Cc2cccc3ccccc23)C1 (stereo unspecified)	-5	0.2	-7	-5	1	5	106	4	0
35	N#CC1(Cc2ccccc2)c2ccccc2C=CN1C(=O)c1ccccc1 (stereo unspecified)	6	2.8	-1	-4	-2	7	103	-4	-4
36	O=C(c1ccc(NC2=NC3CS(=O)(=O)CC3S2)cc1)N1CCc2ccccc2C1 (stereo unspecified)	6	-0.3	5	7	-3	0	101	3	-1
37	Cc1cc(NC(C)C)n2c(nc3ccccc32)c1C#N	16	-2.2	-2	-4	6	-1	111	0	-4
38	CCOc1cc(CNCCCN2CCOCC2)ccc1OCC(=O)NC(C)(C)C	19	1.4	14	-5	-1	2	97	-25	-4
39	O=C(CNC(=O)c1ccccc1F)NCCN1C(=O)S/C(=C\c2ccccc2Cl)C1=O	9	-1.7	-10	-5	-8	10	97	-11	1
40	Cc1nnc(NC(=O)CSc2nc(C(C)C)nc3sc(C)c(C)c23)s1	4	-0.6	3	11	-5	nt	99	-39	-2
41	COc1ccc(Br)cc1CNC(=O)CCCc1cn(C)c2ccccc12	-4	2.5	-2	-5	-3	0	112	0	-8
42	CCOC(=O)C1CCN(C(=O)c2oc3ccc4c(c3c2C)C(O)CC2(CCCCC2)O4)CC1 (stereo unspecified)	17	1.4	-6	3	4	4	96	-8	3
43	CCOc1ccc(NC(=O)C2CC(=O)N(c3cc(C)cc(C)c3)C2)cc1 (stereo unspecified)	-1	-1.2	7	3	6	2	108	4	-5
44	O=C(NCc1ccc(F)cc1)c1cccc(S(=O)(=O)N2CCOCC2)c1	nt	-0.6	0	nt	3	-2	nt	4	-7
45	CC1(C)Nc2ccccc2C(=O)N1c1ccccc1	18	-0.2	-1	-6	-4	1	100	-3	-5
46	CCN(CC)c1ccc(S(=O)(=O)N2CCCCC2)cc1NC(=O)C1CSC2(C)CCC(=O)N12 (stereo unspecified)	nt	-0.2	-3	nt	-3	6	nt	1	-8
47	COc1ccc(S(=O)(=O)N(C)C[C@H]2OCc3cnnn3CCCC(=O)N([C@H](C)CO)C[C@@H]2C)cc1	nt	1.6	4	nt	nt	nt	nt	2	-6
48	COc1cc(/C=C(\C#N)C(=O)Nc2cccnc2)ccc1OC(C)C	-2	-2.0	-5	8	1	2	102	4	0
49	Cc1nn(Cc2cccc(C(=O)Nc3ccn(Cc4c(F)c(F)cc(F)c4F)n3)c2)c(C)c1[N+](=O)[O-]	-23	-0.1	-14	4	7	-1	102	21	-6
50	CCN(CCCNC(=O)CCn1c(=O)[nH]c2ccsc2c1=O)c1ccccc1	4	-0.1	17	-1	0	-10	114	6	-2
51	CC(C(=O)N1CCc2ccccc21)N1CCN(c2cccc(C(F)(F)F)c2)CC1 (stereo unspecified)	16	0.1	-2	-5	3	5	101	0	-9
52	COc1ccc(-c2csc(-c3ccc(O)cc3)n2)cc1	-11	-1.1	3	-8	3	-3	93	-9	1
53	CCC1(C)Cc2c(sc3[nH]c(=S)[nH]c(=S)c23)CO1 (stereo unspecified)	-2	-1.7	0	-2	6	-2	104	10	-9
54	CCOC(=O)C1=C(C)NC(=O)CC1c1ccccc1 (stereo unspecified)	-17	-0.6	-6	-12	9	-2	96	-9	-4
55	CCCC1(c2ccccc2)NC(=O)N(CC(=O)Nc2cc(C)on2)C1=O (stereo unspecified)	10	2.2	-3	-30	-1	0	65*[inhibitor]	2	-11
56	CCCC(C(=O)NC1CCCC1)N(CC1CCCO1)C(=O)c1snc(C(N)=O)c1N (stereo unspecified)	-1	-1.0	-6	-1	6	10	97	14	-1
57	Cc1ccc(NC(=O)C2CCCN(S(=O)(=O)c3ccc4[nH]c(=O)ccc4c3)C2)nc1 (stereo unspecified)	22	-0.4	1	-3	-3	-2	102	-6	3
58	CN1C[C@@H]2[C@@H]3C(=O)N(C)C(=O)[C@@H]3[C@](C)(C1=O)N2C(=O)c1ccc(Cl)c(Cl)c1	nt	5.1	21	nt	7	nt	nt	16	-4
59	COC(=O)c1nnn(-c2nonc2N)c1CSCCO	12	-3.4	2	-4	7	6	101	20	-1
60	O=C(CCN1C(=O)/C(=C/c2cccs2)SC1=S)Nc1cccc(C(=O)O)c1	-2	0.6	6	-9	-2	9	104	38	-8

(more compounds)
entry	Molecule	PHOSPHO1 block	CRFBP-R2 agonist	M4 PAM	p-CIP stab down	IDE cell activ	IDE inh	MEKK3 PB1 HTS	CRFBP-R2 block	GalR3 antagonist
61	S=C(NCc1ccccc1)NCc1ccc2c(c1)OCO2	-6	0.3	-5	-5	4	-5	102	0	10
62	Cc1ccccc1C1CC(c2cccs2)=NN1S(C)(=O)=O (stereo unspecified)	51	1.3	20	-21	5	-4	91	-13	-6
63	CC(C)(C)C(=O)Nc1ccc(Cc2ccncc2)cc1	nt	-1.3	-1	nt	2	3	108	16	-7
64	O=C(COC(=O)c1cccc(S(=O)(=O)N2CCCC2)c1)NCc1ccccc1	0	-2.1	-4	9	1	2	103	-1	1
65	Cc1nc2nc(NC(=O)c3ccco3)[nH]n2c(=O)c1C	28	-0.4	3	-5	7	-1	100	0	-7
66	O=C(COC(=O)c1ccc(CSc2ccc(Cl)cc2)cc1)Nc1ccccc1	-8	1.3	9	-14	3	0	102	-16	-3
67	COc1ccc(CCNC(=O)C(=O)NCCOc2ccccc2Cl)cc1OC	6	-4.7	6	-9	-2	0	99	-14	-3
68	COc1ccccc1-c1oc2ccccc2c1C#CCCCCO	nt	-1.8	11	nt	1	2	nt	4	-3
69	CCCCCCNC(=O)c1cccc(-c2ccc(C)c3ccccc23)n1	-14	0.1	1	-19	2	-1	108	0	2
70	Cc1ccc2[nH]c(=O)c(CN(CC3CCCO3)S(=O)(=O)c3cccc4nsnc34)cc2c1 (stereo unspecified)	43	0.9	-18	-10	2	2	99	0	-5
71	CCOC(=O)c1nnc2cc(C)nn2c1C	17	0.8	0	-4	nt	-2	86	3	-4
72	Cc1cc([N+](=O)[O-])c(=O)[nH]c1C	nt	2.0	-2	nt	5	nt	nt	14	-3
73	CSc1ncccc1C(=O)OCC(=O)c1[nH]c(C)c(C(C)=O)c1C	nt	1.2	-2	nt	3	-1	nt	26	2

Looked up above:
CRFBP-R2 block with Cc1nc2nc(NC(=O)c3ccco3)[nH]n2c(=O)c1C : 0
CRFBP-R2 agonist with CC(C)(C)C(=O)Nc1ccc(Cc2ccncc2)cc1 : -1.3
IDE inh with CSc1ncccc1C(=O)OCC(=O)c1[nH]c(C)c(C(C)=O)c1C : -1
